Screening data deposited in PubChem by National Center for Advancing Translational Sciences (NCATS).
BRCT PPI red – disrupts BRCA1 BRCT binding to phosphoprotein, red fluorophore readout; BRCT-phosphopeptide binding, red fluorescence polarization; Potency, µM (series often up to 76.9 µM), without a hit: at the highest dose activity change, negative = inhibition, most hits filed as inhibitors; AID 892; 75,000 compounds, 0.03% hits; further: on the % scale 0 is the no-effect control and ±100 the full control effect
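Rhodamine-labelled pBACH1 10-mer (100 nM) bound to BRCT domain (100 nM) at pH 7.3; compounds incubated 12 min room temperature, polarization read. Free peptide defines full inhibition; unlabelled decapeptide titrated as control.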
HEK293 cAMP ctrl – counter-screen for TSHR agonists: cAMP increase in parental HEK293; parental HEK293 CNG cAMP sensor, membrane potential fluorescence; Potency, µM (titrated, usually from 57.1 µM), without a hit: at the highest dose activation, most hits filed as activators; 73,000 compounds, 2.5% hits; further: potency means the concentration at half of the fitted maximal effect; % of control where 0% means no effect; nearly all actives have a fitted effect of over 55% in size
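Parental HEK 293 cells stably expressing a modified CNG channel (no TSHR) report cAMP rise as membrane depolarization. Membrane potential dye with 100 uM RO 20-1724 was loaded for 60 min at room temperature, then compound added for 30 min; fluorescence read at 590 nm.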
CRE Fsk mod – modulators of forskolin-stimulated CRE signaling in CHO cells. CHO CRE-bla reporter (cAMP response element driving beta-lactamase), forskolin EC10, beta-lactamase ratio. Potency, µM (titrated, usually from 38.2 µM), without a hit: top-dose activity change, negative = inhibition, hits mostly activators. 71,000 compounds, 2.5% hits. AID 662; active means well fitted activation curve with a large enough effect in the signal ratio, with a control signal flat, not every such curve was filed as active; inconclusive means small, poorly fitted or top-dose-only effect, or effect the other way, or a change in a side signal; the % refers to the signal ratio; further: potency means the concentration at half of the fitted maximal effect; % of control where 0% means no effect
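The 460nm/530nm emission ratio after CCF4 loading defined %Activity, from which AC50 values were obtained. CRE-bla CHO cells received compound dilution series together with an EC10 level of NKH 477 for 3 hours at 37 degrees Celsius.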
Luciferase inh – firefly luciferase inhibition. purified firefly luciferase, luminescence, 8 min. Potency, µM (highest dose often 57.1 µM), for inactives: top-dose activity change, negative = inhibition, usual class: inhibitors. 72,000 compounds, 2.2% hits. AID 411; further: potency means the concentration at half of the fitted maximal effect; on the % scale 0 is the no-effect control and ±100 the full control effect; nearly all actives have a fitted effect of over 40% in size
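Compounds were tested as concentration series (qHTS) against purified P. pyralis luciferase with luciferin and 10 uM ATP in 50 mM imidazole pH 7.2, 50 mM KCl, 7 mM MgCl2, 0.01% Tween 20, 0.05% BSA. Luminescence was read after 8 min at ambient temperature.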
USP2a inh – blocks human ubiquitin-specific protease USP2a; O75604; USP2a enzymatic assay, qHTS inhibition; Potency, µM (top dose mostly 38.3 µM), for inactives: at the top dose activity change, negative = inhibition, most hits filed as inhibitors; 60,000 compounds, 0.1% hits; AID 927;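 further: potency means the concentration at half of the fitted maximal effect; nearly all actives have a fitted effect of over 60% in size; plate controls were DMSO for no effect and NEM full inhibition control for full effect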
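Coupled readout: USP2-cleaved Ub-PLA2 (20nM final) turns over NBD C6-HPC (20uM final), Ex 460nm/Em 535nm after 2.5 h, time-zero read flagging artifacts. Enzyme (20nM final, pH 8.0 Tris) given 30 min RT with compound first; NEM defines full inhibition.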
Tau filament bind – binders of human tau filaments; recombinant tau filaments, thioflavin S fluorescence, 15 h; filaments grown with octadecylsulfate alongside compound; P10636; AID 596; 71,000 compounds, 2% hits; Potency, µM (highest dose often 57.1 µM), without a hit: top-dose activity change, negative = inhibition;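 further: potency means the concentration at half of the fitted maximal effect; on the % scale 0 is the no-effect control and ±100 the full control effect; actives lower thioflavin S fluorescence by blocking filaments or displacing dye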
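Tau 2 uM in ThS buffer dispensed; compound added; 60 uM ODS added (finals 1 uM tau, 30 uM ODS); 15 h 37 C; fluor ex450/em510.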
ERK AVP inh – inhibitors of vasopressin-stimulated ERK signaling pathway. HEK293-V1b, vasopressin-stimulated pERK AlphaScreen. Potency, µM (series often up to 57.5 µM), inactives show at the highest dose activity, negative = inhibition, actives largely listed as inhibitors. 72,000 compounds, 0.99% hits; further: potency means the concentration at half of the fitted maximal effect; on the % scale 0 is the no-effect control and ±100 the full control effect; nearly all actives have a fitted effect of over 55% in size
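qHTS, compounds titrated on V1b-expressing HEK293 cells. Preincubation 30 min at 37C, vasopressin 25 nM for 5 min, lysis 10 min, bead incubation 5 hr at room temperature.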
Casp1 inh – caspase-1 (human) inhibition, allosteric or competitive. Potency, µM (top dose mostly 57.5 µM), for inactives: at the highest dose activity change, negative = inhibition, most hits filed as inhibitors. AID 900. 75,000 compounds, 0.03% hits. P29466. Caspase-1 enzyme, Ac-WEHD-AFC fluorogenic rate;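 further: potency means the concentration at half of the fitted maximal effect; plate controls were vehicle for no effect and no substrate for full effect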
BRCT inh green – blocks human BRCA1 BRCT binding to phosphopeptide, green readout; P38398; BRCA1 BRCT-phosphopeptide binding, green fluorescence polarization; Potency, µM (highest dose often 76.9 µM), for the others: at the top dose activity change, negative = inhibition, actives largely listed as inhibitors; 75,000 compounds, 0.05% hits; AID 875;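 further: potency means the concentration at half of the fitted maximal effect; plate controls were peptide without protein for full effect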
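Fluorescence polarization: His-tagged BRCT (~35 kDa BRCA1 C-terminus, 250 nM) bound to 100 nM fluorescein-labeled phosphorylated 10-aa BACH1 peptide, pH 7.3 phosphate buffer with DTT and Tween 20. Compounds incubated 12 min at room temperature; inhibition read as lowered polarization.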
Caspase-7 inhib – caspase-7 (human) inhibition, allosteric or competitive; recombinant caspase-7, Ac-DEVD-AFC fluorescence rate; Potency, µM (titrated, usually from 57.5 µM), inactives show at the top dose activity change, negative = inhibition, most hits filed as inhibitors; 75,000 compounds, 0.02% hits; AID 889; active means well fitted inhibition curve with a large enough effect in the main read-out, with a control signal flat, not every such curve was filed as active; inconclusive means small, poorly fitted or top-dose-only effect, or a change in a side signal; further: potency means the concentration at half of the fitted maximal effect; % of control where 0% means no effect
A350 fluor – compounds fluorescent in Alexa 350 spectral region; Compound autofluorescence, 340/450 nm, Alexa 350 dye-equivalents; stronger effect = higher value; AID 590; 59,000 compounds, 11% hits; max dye-equivalent concentration, M; in the data active means max dye-equivalent concentration above about 10 nM; inconclusive means mostly about 1.1 nM to 9.6 nM
Active calls of the source: *; i = inactive; u = inconclusive; x = no result given; [ ] = another dose, or the depositor's remark. Unless noted, the call rests on the fitted dose curve; in most records, active means well fitted curve in the direction sought with a large enough effect; inconclusive means small, poorly fitted or top-dose-only effect, or another doubt; inactive means no such curve, though single readings can be large; an effect the other way counts as inactive or inconclusive.

SMILES | BRCT PPI red | HEK293 cAMP ctrl | CRE Fsk mod | Luciferase inh | USP2a inh | Tau filament bind | ERK AVP inh | Casp1 inh | BRCT inh green | Caspase-7 inhib | A350 fluor
CS(=O)(=O)N(CC(=O)N1CCN(c2ccccc2F)CC1)c1cc(C(F)(F)F)ccc1Cl | 0.7% | u | u | 3% | 15%[7.66 µM] | -8%[11.4 µM] | -8% | -3% | 0.9% | 0% | x
CC1(CC(=O)O)SC(=O)NC1=O (stereo unspecified) | 0.7% | 3% | -1% | 3% | -2% | -2% | -15% | 0% | -0.4% | 0% | i
CN1CCN(C(=O)c2c(NC(=O)c3ccco3)sc3c2CCC(C(C)(C)C)C3)CC1 (stereo unspecified) | -0.3% | 3% | 8% | 2% | 38%[activator] | -21% | 34% | -3% | -0.9% | -4% | x
COC(=O)C1=C(C)NC(=O)CC1c1cccc(Cl)c1Cl (stereo unspecified) | 1.6% | u | -8% | 2% | x | -8% | -11% | -1% | 1.7% | -2% | x
CC(=O)OCC1OC(C#CCCc2ccccc2)C=CC1OC(C)=O (stereo unspecified) | -0.2%[15.4 µM] | 0%[11.4 µM] | x | x | x | x | 1%[11.5 µM] | 0%[11.5 µM] | 0.5%[15.4 µM] | 0%[11.5 µM] | x
Cc1cc(=O)[nH]c(SCC2(O)C3CC4CC(C3)CC2C4)n1 (stereo unspecified) | -0.6% | 6% | 9% | -1% | 0% | -6% | -12% | 1% | -3.5% | 1% | u
CCC(C)NC(=O)c1cn(CC)c2ccc(S(=O)(=O)N(C)C)cc2c1=O (stereo unspecified) | -1.0% | 1% | u | 3% | x | 5% | 1% | -1% | 4.5% | -3% | x
CCCCCn1c(NCc2ccco2)nc2ccccc21 | 1.5% | 20% | 1% | 1% | x | 1% | x | -6% | -5.8% | -2% | x
CCN(CC)C(=O)CSc1nc2ccccc2c(=O)[nH]1 | -0.1% | 14% | u | 0% | -2% | 6% | -2% | 1% | -0.1% | -3% | i
CN(Cc1cccs1)C(=O)CCc1ccc(S(=O)(=O)N2CCOCC2)cc1 | -0.1% | 18% | -5% | 4% | 1% | 0% | -26% | -1% | 0.6% | 0% | i
COc1ccc2nc(CC(C)(C)CC(=O)O)c[n+]([O-])c2c1 | 0.4% | -7% | u | -2% | 1% | 5% | -10% | u | -0.7% | -23% | 2.3e-06M*
C/C(=N/O)[C@@H]1C[C@H](CC(=O)O)C1(C)C | 0.3%[15.4 µM] | 0%[11.4 µM] | 6%[7.6 µM] | 1%[11.4 µM] | x | 10%[11.4 µM] | -16%[11.5 µM] | -2%[11.5 µM] | -0.4%[15.4 µM] | -2%[11.5 µM] | i
CC(C)=CCC/C(C)=C/C=C/C1=CC2(C)CC1(C)C(/C=C(\C)CCC=C(C)C)CC2=O (stereo unspecified) | 1.5%[15.4 µM] | 3%[11.4 µM] | x | x | x | x | 2%[11.5 µM] | 0%[11.5 µM] | -1.7%[15.4 µM] | -1%[11.5 µM] | x
Cc1c(C(=O)Nc2ccc3oc(-c4cccnc4)nc3c2)oc2ccccc12 | -2.4% | u | 2.5µM* | 2% | 23% | 69% | 5% | 1% | 2.5% | -1% | 3.5e-08M*
COc1ccc(Cl)cc1NC(=O)CSc1nc(N2CCCCC2)nc(N2CCCCC2)n1 | -0.1% | 21% | -5% | 1% | 9% | 1% | 0% | -2% | -0.2% | 2% | i
Cc1cc(SCC#N)n2nc(C)c(-c3ccccc3)c2n1 | 0.0% | -3% | 2.5µM* | -4% | 3% | -2% | u | 2% | -1.5% | 0% | i
CC(C)Cn1cnc2c(Sc3c([N+](=O)[O-])ncn3C)nc(N)nc21 | 0.7%[15.4 µM] | -4%[11.4 µM] | 1%[7.6 µM] | 4%[11.4 µM] | x | 0%[11.4 µM] | -6%[11.5 µM] | -2%[11.5 µM] | -0.1%[15.4 µM] | 0%[11.5 µM] | i
O=C(c1ccc(F)cc1)N1CCCCC(Sc2nnc3ccccn23)C1=O (stereo unspecified) | 0.3% | -1% | 1% | 2% | -11% | 6% | -5% | 1% | -0.9% | -1% | i
CCn1c(SCc2nc3ccccc3c(=O)[nH]2)nc2ccccc2c1=O | -0.7% | u | 2.5µM* | 1% | 18% | 3% | 7.9µM* | -1% | 11% | -2% | u
CC[C@H]1OC(=O)[C@H](C)[C@@H](O[C@H]2C[C@@](C)(OC)[C@@H](O)[C@H](C)O2)[C@H](C)[C@@H](O[C@@H]2O[C@H](C)C[C@H](N(C)C)[C@H]2O)[C@](C)(O)C[C@@H](C)CN(C)[C@H](C)[C@@H](O)[C@]1(C)O | 0.3% | -31%[inhibitor] | u | x | x | 18% | 33% | 7% | -2.3% | -1% | x
COc1ccc(CC(=O)N2CCNC2=O)cc1 | 0.1% | -1% | u | -1% | 6% | 6% | 17% | -4% | -2.3% | -1% | 1e-07M*
Cc1nn(C)c(C)c1S(=O)(=O)N1CCCC(C(=O)NC2CCCCC2)C1 (stereo unspecified) | 0.3% | 3% | -7% | 0% | 0% | 5% | 24% | 0% | -2.4% | 2% | i
CSc1nc(C)c(C(=O)Nc2ccccc2)c(C)c1C#N | 0.9% | 25µM* | -12% | 3% | 9% | -2% | 25% | -2% | -4.8% | -3% | i
COc1cccc(Cn2c(=O)c(CCc3ccccc3)nc3cnc(N4CCN(C)CC4)nc32)c1 | -0.7% | -25% | u | 2%[11.4 µM] | 222%[activator] | 55% | -4% | -10% | 1.8% | -15% | u
OC(COc1ccc(OCc2ccccc2)cc1)CN1CCOCC1 (stereo unspecified) | 0.0% | 14% | 1% | -1% | 4% | 9% | -4% | 0% | -1.0% | 1% | i
Cc1nc2nc(SCC(N)=O)[nH]c2cc1Br | 0.0% | 0% | 8% | 1% | -5% | 3% | -23% | -1% | -2.4% | 0% | u
O=S1(=O)C=C(SCCN2CCCCC2)c2ccccc21 | -0.6% | 16%[11.4 µM] | u | -15% | 6%[7.66 µM] | -1%[11.4 µM] | -14% | -2% | 1.6% | 0% | x
Cc1ccc(SCC(=O)NCCCN2CCOCC2)cc1 | -0.4% | 12% | -5% | 0% | -2% | -2% | -14% | -2% | -0.1% | -3% | i
COc1ccc(C2NCCC3(O)CCCCC23)c(OC)c1OC (stereo unspecified) | 0.3% | -2% | -25% | 1% | 2% | -10% | -8% | -2% | -2.7% | 0% | i
CCOc1nc2c(c(=O)n(C)c(=O)n2C)n1Cc1ccccc1Cl | 0.4% | u | 11% | 3% | 0% | 6% | -22% | -3% | -1.2% | 1% | i
CCCc1nnc(NC(=O)CCC(=O)N2CCN(CCn3c(C)ccc3C)CC2)s1 | -0.1% | 1% | -29% | -2% | 53%[activator] | 11% | 7% | -2% | -1.9% | -2% | i
CN(Cc1ccccc1)C(=O)N[C@@H](Cc1ccccc1)C(=O)O | -0.5% | 7% | -11% | -1% | 5% | 0% | 4% | 0% | -2.3% | -1% | i

A draw from above in order of length of the SMILES, high to low:
SMILES | BRCT PPI red | HEK293 cAMP ctrl | CRE Fsk mod | Luciferase inh | USP2a inh | Tau filament bind | ERK AVP inh | Casp1 inh | BRCT inh green | Caspase-7 inhib | A350 fluor
CC(C)=CCC/C(C)=C/C=C/C1=CC2(C)CC1(C)C(/C=C(\C)CCC=C(C)C)CC2=O (stereo unspecified) | 1.5%[15.4 µM] | 3%[11.4 µM] | x | x | x | x | 2%[11.5 µM] | 0%[11.5 µM] | -1.7%[15.4 µM] | -1%[11.5 µM] | x
C/C(=N/O)[C@@H]1C[C@H](CC(=O)O)C1(C)C | 0.3%[15.4 µM] | 0%[11.4 µM] | 6%[7.6 µM] | 1%[11.4 µM] | x | 10%[11.4 µM] | -16%[11.5 µM] | -2%[11.5 µM] | -0.4%[15.4 µM] | -2%[11.5 µM] | i
OC(COc1ccc(OCc2ccccc2)cc1)CN1CCOCC1 (stereo unspecified) | 0.0% | 14% | 1% | -1% | 4% | 9% | -4% | 0% | -1.0% | 1% | i
